GAA inh: qHTS Assay for Inhibitors of Human alpha-Glucosidase as a Potential Chaperone Treatment of Pompe Disease; Lysosomal alpha-glucosidase (Homo sapiens), P10253; purified human GAA, 4-MU-alpha-glucoside fluorescence; Potency, µM (doses to about 76.9 µM), for inactives: at the highest dose activity change, negative = inhibition, usual class: inhibitors; 200,000 compounds, 0.005% hits; AID 1466, 2008;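 further: plate controls were uninhibited enzyme wells for no effect and no-enzyme background for full effect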
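Fluorogenic assay: 4 nM human alpha-glucosidase with 400 uM 4-methylumbelliferyl-alpha-D-pyranoside in 50 mM citrate/phosphate, 0.005% Tween-20, pH 5.0, 20 min at room temperature. Compounds tested up to 77 uM; AC50 from Hill fits.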
TR SRC2 fluor cs: Total Fluorescence Counterscreen for Inhibitors of the Interaction of Thyroid Hormone Receptor and Steroid Receptor Coregulator 2; TRb/SRC2 Texas Red total fluorescence interference; 280,000 compounds, 0.29% hits; Potency, µM (highest dose often 106 µM), without a hit: at the top dose fluorescence change, negative = quenching; active means well fitted curve in either direction with a large enough effect; inconclusive means small, poorly fitted or top-dose-only effect
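Flags fluorescent or light-absorbing compounds by total fluorescence, S + 2P, at 555 nm excitation and 632 nm emission. Mixture: 20 nM Texas Red SRC2 peptide, 0.6 uM human TRb LBD, 1 uM T3, 5% DMSO; compound exposure 5 h at ambient temperature.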
RECQ1 helicase: qHTS Assay for Inhibitors of RecQ-Like Dna Helicase 1 (RECQ1); ATP-dependent DNA helicase Q1 (Homo sapiens), P46063; RECQ1 DNA unwinding, red fluorescence kinetic read; Potency, µM (top dose mostly 57.3 µM), without a hit: at the highest dose activity, negative = inhibition, most hits filed as inhibitors; 240,000 compounds, 0.54% hits;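 further: plate controls were vehicle for no effect and no enzyme for full effect; nearly all actives have a fitted effect of over 30% in size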
Target sequence (P46063 whole entry, looked up): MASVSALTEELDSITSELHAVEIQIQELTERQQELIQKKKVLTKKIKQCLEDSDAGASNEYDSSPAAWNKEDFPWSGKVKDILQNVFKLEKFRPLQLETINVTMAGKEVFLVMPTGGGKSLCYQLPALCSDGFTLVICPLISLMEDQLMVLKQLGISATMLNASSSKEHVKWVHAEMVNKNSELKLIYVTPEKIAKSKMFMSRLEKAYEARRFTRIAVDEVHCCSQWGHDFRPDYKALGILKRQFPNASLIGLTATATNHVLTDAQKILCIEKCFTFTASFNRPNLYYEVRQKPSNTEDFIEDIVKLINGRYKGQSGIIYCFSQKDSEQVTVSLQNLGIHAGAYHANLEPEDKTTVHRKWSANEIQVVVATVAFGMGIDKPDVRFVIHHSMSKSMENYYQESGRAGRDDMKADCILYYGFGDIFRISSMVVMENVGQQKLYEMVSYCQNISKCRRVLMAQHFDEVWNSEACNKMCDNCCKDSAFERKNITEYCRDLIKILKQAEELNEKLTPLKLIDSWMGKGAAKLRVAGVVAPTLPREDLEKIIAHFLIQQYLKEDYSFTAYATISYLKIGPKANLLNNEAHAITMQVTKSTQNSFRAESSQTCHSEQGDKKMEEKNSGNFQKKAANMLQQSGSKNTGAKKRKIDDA
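50 nM RECQ1T1 preincubated 15 min with compound in Tris pH 8.0 buffer with MgCl2, DTT, Tween-20 and 2.5 ug/ml poly(dI-dC); started with 200 nM TAMRA/BHQ-2 forked duplex and 2 mM ATP. Unwinding read as fluorescence (525/598 nm), two reads 2 h apart.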
TRb SRC2 PPI: qHTS for Inhibitors of the Interaction of Thyroid Hormone Receptor and Steroid Receptor Coregulator 2; Thyroid hormone receptor beta (Homo sapiens), P10828; TRbeta-SRC2 peptide binding, fluorescence polarization; receptor liganded with 1 µM T3; Potency, µM (highest dose often 106 µM), inactives show at the top dose activity change, negative = inhibition, actives largely listed as inhibitors; 280,000 compounds, 0.065% hits;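 further: plate controls were bound peptide for no effect and peptide without receptor for full effect; nearly all actives have a fitted effect of over 50% in size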
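Assay buffer: 20 mM Tris-HCl, 100 mM NaCl, 10% glycerol, 1 mM EDTA, 0.01% NP-40, 1 mM DTT, 1 uM T3, 5% DMSO; TRb LBD 0.6 uM, Texas Red SRC2 20 nM; FP after 5 hr.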
L3MBTL1 block: qHTS Assay for the Inhibitors of L3MBTL1; AlphaScreen L3MBTL1–H3K9me1 peptide binding; Potency, µM (highest dose often 57.1 µM), without a hit: at the highest dose activity, negative = inhibition, usual class: inhibitors; 230,000 compounds, 0.66% hits; AID 485360, 2010; further: nearly all actives have a fitted effect of over 60% in size
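AlphaScreen assay: L3MBTL1 (50 nM final) was preincubated 30 min at room temperature with biotinylated H3(1-15)K9me1 peptide (75 nM final), then 30 min with library compounds; streptavidin donor and nickel chelate acceptor beads (10 ug/mL final) added, 30 min dark.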
GAA spleen mod: qHTS Assay for Inhibitors and Activators of Human alpha-Glucosidase From Spleen Homogenate; Lysosomal alpha-glucosidase (Homo sapiens), P10253; human spleen homogenate, 4-MU-alpha-glucoside fluorescence; 240,000 compounds, 0.006% hits; Potency, µM (series often up to 79.9 µM), inactives show at the highest dose activity change, negative = inhibition, hits mostly inhibitors;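 further: 0% = enzyme with vehicle and -100% = no enzyme basal signal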
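AC50 values come from Hill-equation fits of concentration-response data, normalized to no-enzyme and full-activity controls. Enzyme source: 1 ug human spleen homogenate; 1 mM fluorogenic 4-MU glucoside, pH 5.0 citrate buffer, 37 C, 40 min.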
GAA glycogen mod: qHTS Assay for Inhibitors and Activators of Human alpha-Glucosidase Cleavage of Glycogen; recombinant GAA, glycogen substrate, Amplex Red glucose oxidase fluorescence; Potency, µM (titrated, usually from 76.4 µM), without a hit: at the top dose activity change, negative = inhibition, usual class: inhibitors; 300,000 compounds, 0.38% hits;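 further: 0% = full enzyme reaction and -100% = no-enzyme basal signal; the screen sought inhibitors and activators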
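Recombinant human alpha-glucosidase (4 nM final) hydrolysed bovine liver glycogen (30 ug) for 40 min at 37 C in pH 5.0 citrate/phosphate with 0.01% Tween-20. Released glucose detected by glucose oxidase/Amplex Red, Ex 573/Em 610 nm. Compounds up to 77 uM; AC50 from Hill fits.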
RGS12 GoLoco inh: qHTS Assay for Inhibitors of RGS12 GoLoco Motif Activity (Red Fluorophore) | Guanine nucleotide-binding protein G(i) subunit alpha-1 (Homo sapiens), P63096 | Gai1:RGS12 GoLoco peptide FP, rhodamine, 10 min | Potency, µM (doses to about 61.6 µM), for inactives: at the highest dose activity, negative = inhibition, usual class: inhibitors | 230,000 compounds, 0.44% hits | AID 880, 2007; active means well fitted inhibition curve with a large enough effect, not every such curve was filed as active; inactive means no such curve, though single readings can be large or run the other way; further: nearly all actives have a fitted effect of over 30% in size; many of its hits are not listed in these tables
Target sequence (P63096 whole entry, looked up): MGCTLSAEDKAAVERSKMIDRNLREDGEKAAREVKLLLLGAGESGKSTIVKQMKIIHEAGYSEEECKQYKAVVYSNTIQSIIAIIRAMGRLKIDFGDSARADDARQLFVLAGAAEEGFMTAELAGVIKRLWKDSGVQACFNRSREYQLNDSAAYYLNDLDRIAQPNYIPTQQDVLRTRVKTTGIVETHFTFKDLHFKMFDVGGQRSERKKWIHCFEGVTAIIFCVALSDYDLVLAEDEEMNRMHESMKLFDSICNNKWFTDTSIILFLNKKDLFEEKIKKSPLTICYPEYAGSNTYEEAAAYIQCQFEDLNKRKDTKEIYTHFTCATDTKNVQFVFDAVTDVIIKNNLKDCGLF
Active calls of the source: *; i = inactive; ? = inconclusive; . = not tested or not shown; & = joins results of further samples; [ ] = dose if it differs, or a comment. Unless noted, the call rests on the fitted dose curve; in most records, active means well fitted curve in the direction sought with a large enough effect; inconclusive means small, poorly fitted or top-dose-only effect, or another doubt; inactive means no such curve, though single readings can be large; an effect the other way counts as inactive or inconclusive. Unless noted, on the % scale 0 is the no-effect control and ±100 the full control effect; potency means the concentration at half of the fitted maximal effect. Some of the compounds tested; the hit share may differ from the screen's.

| structure | GAA inh | TR SRC2 fluor cs | RECQ1 helicase | TRb SRC2 PPI | L3MBTL1 block | GAA spleen mod | GAA glycogen mod | RGS12 GoLoco inh |
| --- | --- | --- | --- | --- | --- | --- | --- | --- |
| O=C(Cn1c(=O)oc2ccccc21)Nc1nc(-c2ccc(Br)cc2)cs1 | 3.5% | 1.2% | 3.2% | 1.9% | -12.0% | -0.9% | 8.1% | -32.9% |
| O=C(CN1CCN(S(=O)(=O)c2ccccc2)CC1)NC(=O)NC1CCCCC1 | -11.3% | 3.7% | -12.6% | -6.7% | . | -6.6% | -4.6% | 2.3% |
| COc1ccccc1NC(=O)N(CCCN1CCOCC1)Cc1cc2cc3c(cc2[nH]c1=O)OCO3 | 2.9% | 0.2% | -8.6% | 2.0% | 1.0% | -3.4% | 0.7% | 4.3% |
| Cc1ccc(NC(=O)c2c(C)nc(Nc3nc4ccccc4o3)nc2C)cc1 | -4.2% | -1.3% | -3.3% | 8.4% | 3.0% | -0.1% | 4.4% | 7.8% |
| COc1ccccc1CNC(=O)c1c(N)n(CCCN2CCOCC2)c2nc3ccccc3nc12 | ? | -19.3% | -4.7% | ? | 33.6%[activator] | 9.5% | -6.2% | 0.3% |
| O=C1Nc2ccccc2N=C(c2ccccc2)c2ccccc21 | ? | -6.3% | -17.8% | 3.4% | -16.8% | -10.0% | ? | 6.3% |
| S=c1[nH]nc(Nc2cccc3ccccc23)s1 | . | -5.2% | -5.0% | -2.9% | -18.5% | -0.7% | -26.9% | 8.6% |
| CC(NCc1cccc(OCc2ccccc2)c1)C(O)c1ccccc1 (centres undefined) | -13.8% | -4.4% | i | 0.7% | -1.1%[11.4 µM] | -3.1% | 20.0% | -4.5% |
| Cc1cc(N=Cc2cc(Cl)ccc2O)no1 | -3.1% | 1.9% | -3.2% | 10.9% | -4.6% | 3.2% | 9.9% | -8.6% |
| CCOc1cc(CNC2CCCC2)cc(Cl)c1OCc1ccc(F)cc1 | -11.5% | 2.3% | i | -10.4% | . | -5.8% | -2.9% | 7.6% |
| COc1ccc(-c2ccc(-c3noc(-c4ccc(OC)c(OC)c4)n3)c(OC)n2)cc1 | -0.2% | -3.9% | -6.0% | 0.4% | -9.7% | 1.1% | 9.7% | 10.8% |
| CCCCNC(=O)c1cc2c(=O)n3cccc(C)c3nc2n(Cc2ccncc2)c1=N | ? | -4.6% | -5.3% | 5.4% | 0.4% | 4.3% | -6.4% | 5.6% |
| CCN1C(=O)C(c2ccc(O)cc2)(c2ccc(O)cc2)c2ccccc21 | 12.4% | -0.9% | i | -0.7% | -7.7% | -7.7% | -13.3% | 9.8% |
| O=C(NCc1ccco1)c1cccc(NS(=O)(=O)c2ccccc2F)c1 | -14.0% | -1.3% | -12.4% | -1.0% | 8.1% | -2.0% | 8.7% | 15.6% |
| O=C(Cc1cc(=O)[nH][nH]1)N/N=C/c1c(F)cccc1Cl | -5.5% | -2.1% | i | -3.2% | . | -3.6% | -26.3% | 7.4% |
| CC(=O)Nc1ccc2nc(NC(=O)CCc3ccccc3)sc2c1 | -10.3% | -3.1% | i | -5.2% | 25.9% | . | -2.7% | 15.8% |
| COc1ccc(-n2nnnc2SC(C)C(=O)NCC(=O)Nc2ccc(F)c(F)c2F)cc1 (centres undefined) | -1.9% | 2.2% | -9.4% | -6.6% | 8.8% | 1.6% | 7.4% | 9.9% |
| CCn1c(SCc2nc3ccccc3c(=O)[nH]2)nnc1-c1cccnc1 | -7.5% | -0.6% | -4.1% | -11.8% | -2.9% | 9.7% | 0.2% | -2.9% |
| CCN(CC)CCNC(=O)c1ccc2c(c1NCCO)C(=O)c1ccccc1C2=O | . | -0.5% | -19.3% | 3.9% | -25.5% | 4.2% | 2.6% | 60.3%[activator] |
| CN1CCN(c2ccc(S(=O)(=O)N3CCCCC3)cc2NC(=O)c2ccc(F)cc2F)CC1 | ? | -2.1%[53 µM] | -1.2% | -5.3%[53 µM] | -14.9% | -10.7% | -2.6% | -20.6% |
| Nn1c(SCc2ccccc2)nnc1C1CCCCC1 | . | -1.6% | -11.3% | 4.9% | -0.1% | 1.8% | -3.6% | 6.2% |
| CC(C)NCC(O)COc1ccc(CC(N)=O)cc1 (centres undefined) | -1.9%[15.4 µM] | 1.7%&-4.5%&-1.9%&-1.2% | -7.3%&18.4% | -7.1%&-0.3%&9.9%&1.9% | 3.1% | -5.5%&-0.1%&6.5%&6.5% | -1.6% | -5.4%&5.1%&7.8%&-1.4% |
| Cc1ccnc2nc(C(=O)Nc3ccc(N4CCOCC4)cc3)nn12 | -4.2% | -5.6% | -1.3% | -4.3% | 1.8% | -1.5% | 10.3% | 5.4% |
| CC1=CC(C)(C)N(C(=O)CCl)c2cc(C)ccc21 | 9.2% | -1.2% | -1.0% | 3.0% | 9.3% | 3.6% | 12.7% | 8.6% |
| COc1ccccc1N1CCN(Cc2ccsc2)CC1 | -2.3% | 0.2% | -7.1% | 1.4% | -0.6% | -1.2% | 4.2% | -7.1% |
| COc1ccc(SC[C@H](Cc2ccccc2)N2CCN(CCc3ccccc3)CCC2=O)cc1 | . | 1.2% | -23.2% | -2.3% | . | 3.9% | -0.4% | 6.8% |
| CCN(CC)C(=O)N1CCN(S(=O)(=O)c2c(C)cc(C)cc2C)CC1 | 16.6% | 10.4% | -13.6% | -6.9% | -1.6% | -1.8% | 3.2% | 24.0% |
| CCOCC(=O)Nc1nnc(Cc2ccc(OC)c(OC)c2)s1 | -9.1% | 2.0% | -7.7% | 6.4% | 5.2% | 0.2% | -5.6% | -10.7% |
| CC(C)c1ccccc1NC1=CC(=O)CC(C)(C)C1 | -1.5% | 0.4% | -3.8% | -3.6% | 6.0% | 0.7% | 9.3% | 8.3% |
| COCCNC(=O)c1ccccc1NC(=O)C1COc2ccccc2O1 (centres undefined) | -14.2% | -4.8% | -4.0% | 1.1% | -2.8% | -18.1% | 2.8% | 1.9% |
| O=C(c1ccccc1)c1cn[nH]c1-c1ccccc1O | -3.8% | -2.1% | 1.3% | 2.3% | 3.4% | -8.4% | 2.9% | 7.3% |
| C=CCn1c(SCC(=O)N2CCCC2)nc2cc(C(=O)NCC3CCCO3)ccc2c1=O (centres undefined) | 0.9% | -1.5% | ? | 3.4% | 7.5% | -11.6% | -2.9% | 7.1% |
| COc1ccc(NC(=O)NCCN2C(=O)C3C4C=CC(C4)C3C2=O)cc1 (centres undefined) | 1.6% | -2.3% | -6.4% | 7.9% | 8.7% | 5.0% | -0.3% | -2.3% |
| CN(CCN1CCc2ccccc2C1)Cc1nc(-c2ccc3c(c2)OCO3)no1 | -12.4% | 1.2% | -5.6% | -1.7% | -16.6% | -6.2% | -11.5% | -3.2% |
| COc1ccc(OC)c(NC(=O)c2nnn(CCc3ccccc3)c2N)c1 | 5.4% | -2.9% | -8.4% | -0.6% | . | -4.0% | 1.2% | 6.0% |
| CN1CCN(C2=Cc3ccccc3Sc3cc(F)c(Cl)cc32)CC1 | 3.4% | 1.2% | 1.5% | 2.3% | -4.4% | -2.1% | -8.1% | -1.3% |
| CCn1c(O)c(/C=C2\C=Nc3ccccc32)sc1=O | 5.5%[15.4 µM] | -0.4% | 16.7% | -3.5% | 0.1% | -5.6% | -2.1% | 13.4% |
| CCCNC(=O)c1ccc(-c2nc3ccccc3s2)s1 | ? | -3.2% | i | -6.6% | . | 11.6% | 1.4% | 19.9% |
| CCOc1ncccc1C(=O)OCC(=O)Nc1ncc(C(F)(F)F)cc1Cl | -6.6% | 8.2% | -3.5% | 2.7% | 20.2% | -0.5% | -3.4% | 50.0%[activator] |
| CNC(=S)N/N=C/C1=CCC2CC1C2(C)C (centres undefined) | 4.1% | 2.1% | 5.2% | -6.6% | 7.0% | -1.1% | -8.6% | 7.6% |
| CC1Cc2ccccc2N1C(=O)CCn1c(=O)oc2ccccc21 (centres undefined) | 1.7% | 0.6% | ? | -10.7% | 5.6% | -3.3% | 0.4% | 4.5% |
| Cc1cc(C)c(S(=O)(=O)N2CCOCC2)cc1NS(=O)(=O)c1cc(OCC(N)=O)c(C)cc1Cl | -4.7% | -3.4% | i | -3.7% | 20.2% | 0.1% | -4.3% | -6.6% |
| O=[N+]([O-])c1ccc2c(c1N1CCCCC1)=NC1(CCCCC1)[N+]=2[O-] | . | -7.8% | 1.8% | -1.9% | -28.1% | 1.5% | -6.7% | 4.8% |
| CC(C)C1N=C2c3ccccc3N=C(SCc3cc(=O)n4cc(Cl)ccc4n3)N2C1=O (centres undefined) | 11.3% | 1.2% | -3.9% | -0.6% | -2.2% | -2.0% | 6.4% | 9.4% |

In a second layout: results already given.
> O=[N+]([O-])c1ccc2c(c1N1CCCCC1)=NC1(CCCCC1)[N+]=2[O-]
  GAA inh = .
  TR SRC2 fluor cs = -7.8%
  RECQ1 helicase = 1.8%
  TRb SRC2 PPI = -1.9%
  L3MBTL1 block = -28.1%
  GAA spleen mod = 1.5%
  GAA glycogen mod = -6.7%
  RGS12 GoLoco inh = 4.8%
> CC(C)C1N=C2c3ccccc3N=C(SCc3cc(=O)n4cc(Cl)ccc4n3)N2C1=O (centres undefined)
  GAA inh = 11.3%
  TR SRC2 fluor cs = 1.2%
  RECQ1 helicase = -3.9%
  TRb SRC2 PPI = -0.6%
  L3MBTL1 block = -2.2%
  GAA spleen mod = -2.0%
  GAA glycogen mod = 6.4%
  RGS12 GoLoco inh = 9.4%

Bioassay records (PubChem BioAssay)
